# MEX-5 binding: C. elegans MEX-5 TCR-2 RNA binding activity. Q9XUB2. MEX-5/FITC-TCR2 RNA binding, fluorescence polarization; active compounds read low. activity score (negative = inhibition of binding), % at 10 µM. 0.38% of 300,000 active. AID 1832;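 active means inhibition past about -25% in most replicates, and total fluorescence under double the plate's negative control median, limit read from the data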;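 further: 0% = DMSO and -100% = 5 µM competing unlabeled TCR2 RNA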
# AHR activator: activates the human aryl hydrocarbon receptor; P35869; AHR-responsive luciferase reporter cells, luminescence; activation, % at 5 µM; 2.5% of 320,000 active; AID 2796; in the data active means activation above about 47%;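 further: 0% = vehicle wells and 100% = reference agonist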
# Target sequence (P35869 whole entry, looked up): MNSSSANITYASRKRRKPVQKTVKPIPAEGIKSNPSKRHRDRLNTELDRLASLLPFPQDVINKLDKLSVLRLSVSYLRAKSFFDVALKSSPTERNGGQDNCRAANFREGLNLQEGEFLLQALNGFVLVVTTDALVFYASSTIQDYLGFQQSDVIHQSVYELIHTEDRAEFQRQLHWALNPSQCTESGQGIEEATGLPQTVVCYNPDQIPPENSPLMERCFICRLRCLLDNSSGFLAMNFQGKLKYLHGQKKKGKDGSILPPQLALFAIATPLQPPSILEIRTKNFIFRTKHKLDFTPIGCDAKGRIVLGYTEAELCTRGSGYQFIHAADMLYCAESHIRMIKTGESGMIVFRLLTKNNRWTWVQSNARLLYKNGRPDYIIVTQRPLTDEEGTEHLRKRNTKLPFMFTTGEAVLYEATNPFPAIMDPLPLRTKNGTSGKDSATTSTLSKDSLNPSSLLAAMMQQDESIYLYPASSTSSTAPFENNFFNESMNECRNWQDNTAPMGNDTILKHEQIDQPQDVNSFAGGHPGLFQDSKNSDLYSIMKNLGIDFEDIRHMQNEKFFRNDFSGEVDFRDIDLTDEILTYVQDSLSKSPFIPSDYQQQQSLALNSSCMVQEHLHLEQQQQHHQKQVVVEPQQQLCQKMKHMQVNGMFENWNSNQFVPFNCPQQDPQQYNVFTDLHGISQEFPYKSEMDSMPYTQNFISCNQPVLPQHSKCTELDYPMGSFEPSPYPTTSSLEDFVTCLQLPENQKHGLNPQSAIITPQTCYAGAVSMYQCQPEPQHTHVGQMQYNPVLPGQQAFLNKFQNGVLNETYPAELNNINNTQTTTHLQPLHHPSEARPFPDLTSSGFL
# MCL1-BIM inh: MCL1-BIM-BH3 interaction inhibition (human); GST-MCL1 / FITC-Bim-BH3 fluorescence polarization; Q07820; inhibition, % at 10.9 µM; 0.68% of 320,000 active;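 active means inhibition above the mean inhibition of all tested compounds plus 3 SD, set per campaign, cut at about 40% in these data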;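 further: 0% = DMSO wells and 100% = unlabeled Bim-BH3 peptide control; higher means more loss of mP so more displacement of Bim peptide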
# Fam108B inh: Fam108B inhibition, counter-screen for RBBP9 inhibitors; recombinant Fam108B, FP-Rh probe fluorescence polarization; inhibition, % at 9.51 µM; 0.33% of 300,000 active; AID 1947;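 active means inhibition above the screen mean inhibition plus 3 SD, computed separately per campaign, cut at about 18% in these data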;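 further: inhibitors lower polarization as less probe binds the enzyme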
# PAFAH1B2 FP inh: blocks human PAF acetylhydrolase 1b catalytic subunit 2. recombinant PAFAH1B2, FP-rhodamine activity probe, fluorescence polarization. P68402. 1.2% of 340,000 active. inhibition, % at 3.39 µM;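 active means inhibition above the mean of all tested compounds plus 3 SD, cut at about 24% in these data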;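 further: 0% = enzyme with DMSO and 100% = wells lacking PAFAH1B2; many of its hits are not listed in these tables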
# GLD-1 TGE inh: GLD-1-TGE RNA interaction inhibition (C. elegans); Q17339; purified GLD-1 + fluorescein TGE RNA, fluorescence polarization; inhibition, % at 5.96 µM; 0.44% of 320,000 active;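 active means percent inhibition above a per-plate cutoff, the plate mean of test compounds plus 3 SD, cut at about 30% in these data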;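 further: 0% = DMSO wells with GLD-1 and probe and 100% = wells lacking GLD-1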
# pPAFAH inh: inhibitors of human plasma PAF acetylhydrolase (pPAFAH); Q13093; recombinant pPAFAH, FP-rhodamine probe fluorescence polarization; inhibition, % at 3.39 µM; 1.5% of 330,000 active; AID 463082;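 active means inhibition above the mean inhibition across the screen plus 3 SD, cut at about 25% in these data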;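 further: inhibitors block binding of the rhodamine activity-based probe so polarization drops; 0% = enzyme with DMSO and 100% = wells lacking pPAFAH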
# PME-1 inh: PME-1 (human) inhibition. Q9Y570. recombinant PME-1, FP-Rh probe fluorescence polarization. inhibition, % at 5.9 µM. 0.53% of 320,000 active. AID 2130;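 active means inhibition above the campaign mean of all compounds plus 3 SD, cut at about 26% in these data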;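 further: competitive labeling of PME-1 active site by serine hydrolase directed probe; 0% = PME-1 with DMSO and 100% = wells lacking PME-1 enzyme; inhibitors block probe labeling so polarization falls and inhibition rises; many of its hits are not listed in these tables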
# Bcl-xL primary: Bcl-xL (human) inhibition. GST-Bcl-xL / FITC-Bim BH3 peptide fluorescence polarization. Q07817. inhibition, % at 10.9 µM. AID 2129. 0.7% of 320,000 active;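 active means inhibition above the mean of all tested compounds plus 3 SD, cutoff set per campaign, cut at about 30% in these data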;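 further: 0% = DMSO wells and 100% = unlabeled Bim-BH3 peptide competitor; inhibitors lower millipolarization by displacing the labeled peptide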
# Target sequence (Q07817 whole entry, looked up): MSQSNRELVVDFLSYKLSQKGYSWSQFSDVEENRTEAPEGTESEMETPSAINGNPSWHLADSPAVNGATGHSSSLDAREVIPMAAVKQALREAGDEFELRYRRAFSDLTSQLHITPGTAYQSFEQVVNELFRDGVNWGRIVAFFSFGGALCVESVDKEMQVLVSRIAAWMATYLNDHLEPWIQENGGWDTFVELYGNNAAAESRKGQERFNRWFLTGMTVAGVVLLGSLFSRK
# Starred values were filed as active, the others as inactive; nt = not tested or not shown. This is a subset; rates above refer to the full screens.
# Sequence of screens – MEX-5 binding	AHR activator	MCL1-BIM inh	Fam108B inh	PAFAH1B2 FP inh	GLD-1 TGE inh	pPAFAH inh	PME-1 inh	Bcl-xL primary
- Clc1cccc(CN2CCC(Cc3ccccc3)CC2)c1
→ -2.4	-2	-2	3	1	6	-10	-1	-1
- O=C(NC1CCCC1)C(c1ccccc1)N(C(=O)c1ccno1)c1ccccc1 (stereo unspecified)
→ nt	-1	3	-2	3	-4	0	-6	7
- O=C(N/N=C/c1c[nH]c2ccc(Br)cc12)c1ccn(Cc2ccc(Cl)cc2)n1
→ nt	7	3	2	0	9	6	-6	0
- Cc1cc(=O)oc2c(C)c(OC(C)C(=O)NCC3CCC(C(=O)O)CC3)ccc12 (stereo unspecified)
→ 0.6	0	0	-2	-1	1	5	-1	0
- COc1ccc(C(=O)NCCNC(=O)c2cnccn2)cc1OC
→ 1.6	6	6	1	2	2	-5	-9	2
- Cn1c(COc2ccc(F)cc2)nnc1SCC(=O)NC1CC1
→ -1.8	-2	-5	-1	3	-9	-1	7	3
- CCC(C)c1ccc(NC(=O)C2CCN(c3ccc(C(F)(F)F)cn3)CC2)cc1 (stereo unspecified)
→ -1.7	2	5	-2	-4	1	-4	0	-1
- CC(C)(C)OC(=O)C[C@@H]1C/C=C\C[C@H](CC(=O)N[C@H](CO)Cc2ccccc2)C(=O)N[C@H](Cc2ccccc2)COC1=O
→ nt	-1	nt	nt	22	1	6	nt	nt
- Cc1noc(C)c1CSCC(=O)N(C)CC(=O)Nc1ccc(Cl)c(Cl)c1
→ 0.1	5	2	4	1	6	3	-1	0
- CCc1ccc(/C([O-])=C(/C(=S)NCCN2CCOCC2)[n+]2ccccc2)cc1
→ -3.0	3	12	-2	5	1	2	-1	14
- CCN(CC)C(=O)CSc1ncnc2c1cnn2Cc1ccccc1
→ 0.9	38	6	-1	1	-2	1	0	10
- O=C(CCn1cccc1)Nc1cccc(F)c1
→ -0.7	1	3	1	1	-1	0	2	5
- CCOc1ccc(CCNC(=O)CCNC(=O)c2ccco2)cc1OCC
→ -5.0	-9	-2	2	-3	2	0	-3	3
- CC(=O)c1cc(-c2ccccc2)n(CC(=O)NC(C)(C)C)c1C
→ 0.3	1	0	-1	0	3	1	5	1
- Cc1nnc(SCC(=O)NCc2ccccc2)[nH]c1=O
→ 3.1	0	8	-3	2	2	2	1	5
- O=C(NC1(Cc2ccccc2)CCN(Cc2ccc(-c3ccccc3)cc2)C1=O)c1ccccc1 (stereo unspecified)
→ nt	1	1	nt	1	-1	2	-10	2
- N#C/C(=N\Nc1ccccc1)C(N)=S
→ -0.3	6	6	-1	3	5	9	11	7
- Cc1noc(C)c1COc1ccc(CC(=O)NC2CCCCCC2)cc1
→ 2.8	-2	-2	-2	-1	-1	3	0	-1
- COc1ccccc1N1CCN(S(=O)(=O)c2cn(C)nc2C)CC1
→ -0.7	1	0	4	3	-4	-2	7	1
- CC(C)(C)SCCNC(=O)CN(c1ccc(F)c(Cl)c1)S(C)(=O)=O
→ -0.5	-2	10	2	-1	3	5	5	8
- CN(C)c1cc[n+](CC(=O)N2CCCc3ccccc32)cc1
→ 0.7	0	-1	0	4	-4	3	-2	2
- COC(=O)c1cc(NC(C)=O)ccc1N1CCOCC1
→ -0.5	5	-2	-7	-5	-2	3	-2	-1
- O=C(NC1CCN(C(=O)Nc2ccccc2Cl)CC1)c1ccccc1
→ 0.8	1	11	8	4	0	-2	-2	5
- O=C(NCC1CCCO1)c1onc(CSc2ccccc2)c1C(=O)O (stereo unspecified)
→ 0.1	-1	-3	-6	2	0	2	4	3
- CCCNC(=O)Cn1sc2nc(C)cc(C)c2c1=O
→ 2.7	2	-3	-5	5	11	-2	-10	4
- O=c1[nH]cc(S(=O)(=O)Nc2ccc3c(c2)OCO3)c(=O)[nH]1
→ -0.7	1	3	4	1	11	2	-4	5
- Cc1cccc2c(N=Nc3ccc(S(=O)(=O)Nc4ccc(Cl)cc4)cc3[N+](=O)[O-])c(O)[nH]c12
→ -0.8	5	1	20*	-6	5	33*	23	-2
- O=C(c1ccccn1)N(Cc1cc2ccccc2[nH]c1=O)C1CCCCC1
→ -1.3	4	2	0	4	3	1	-4	8
- O=C(Nc1ccccc1)C1CC2CCCC(C1)C2=O (stereo unspecified)
→ 1.8	5	2	2	-3	3	0	-3	0
- CC1Cc2nc(SCC(=O)NCCc3ccccc3)n(C)c(=O)c2S1 (stereo unspecified)
→ -2.9	7	-1	-3	3	5	-3	6	-2
- O=C(Nc1ccc(OCC(F)(F)C(F)F)c(C(F)(F)F)c1)c1ccccc1
→ 1.6	-3	1	-18	-3	11	-2	-25	8
- NNC(=O)c1n[nH]c(=O)c2ccccc12
→ 3.2	5	10	8	2	5	-3	-2	5
- CN1CCN(CC(O)COc2ccc(Cl)cc2)CC1 (stereo unspecified)
→ 2.0	0	1	-2	1	5	0	-1	4
- COc1ccc(S(=O)(=O)N2CCOCC2)cc1NC(=O)Cc1ccc2c(c1)OCCO2
→ nt	4	-7	nt	2	-3	-4	12	0
- CCC(=O)N1CCc2cc(S(=O)(=O)NCCC(=O)NC3CCCCCC3)ccc21
→ -1.9	1	6	-2	4	-1	4	5	6
- O=C(COC(=O)c1ccccc1C(=O)c1ccccc1)NCCc1ccccc1
→ 3.3	0	2	-3	2	3	1	-5	7
- Cc1ccc(C(=O)Nc2cc([N+](=O)[O-])ccc2F)s1
→ 0.6	13	-3	5	1	0	5	-1	2
- Cc1ccc(N=C2C(=O)Nc3ccccc32)cc1
→ -3.6	4	0	-4	3	0	9	-4	0
- COC(=O)CCC(=O)OC1(C)C(=O)C2=COC(c3ccc(OC)cc3)=CC2=C(Br)C1=O (stereo unspecified)
→ -8.6	2	56*	2	nt	16	35*	0	33*
- Cc1occc1C(=O)NNC(=S)Nc1cccc([N+](=O)[O-])c1
→ -7.8	12	14	-2	1	6	5	6	1
- Cc1ccc(C)c(S(=O)(=O)NC2CCS(=O)(=O)C2)c1 (stereo unspecified)
→ 0.4	-3	-2	1	0	5	0	-2	3
- COC(=O)N/N=C/c1cc(Cl)c(OCc2ccc(F)cc2)c(OC)c1
→ 2.0	10	-5	2	0	5	12	-5	0
- O=C(N1CCOCC1)N1CCN(Cc2ccccc2)CC1
→ 0.2	-2	5	0	1	-1	0	-7	5
- N/C(=N/O)c1nc(N2CCCCC2)nc(N2CCCCC2)n1
→ 0.0	8	7	5	-2	0	2	-6	0
- COc1ccc(/C=N/NC(=O)c2c(C)nc3ccc(Br)cn23)cc1OC
→ -2.5	4	7	-1	2	4	1	0	7
- Cc1ccc(C2=N/C(=C\c3cccnc3)C(=O)O2)cc1
→ -1.5	-1	4	2	4	1	6	-7	1
- O=C(CCC(=O)c1cccs1)NCC(c1ccc(F)cc1)N1CCOCC1 (stereo unspecified)
→ nt	4	-6	nt	6	3	9	1	-1
- O=C(Cn1cnc2cc([N+](=O)[O-])ccc2c1=O)Nc1ccccc1-c1ccccc1
→ 1.6	2	3	0	6	-2	6	-5	2
- CCOC(=O)c1c(NC(=O)CSc2ncccn2)sc(C(=O)NC)c1C
→ 1.1	32	-6	-4	5	3	0	-1	-2
- N#Cc1ccc(NC(=S)NCCN2CCOCC2)cc1
→ -0.6	0	-2	-2	4	-14	5	0	-3
- CC(NC(=O)COC(=O)c1cc(=O)c2ccccc2o1)c1ccccc1 (stereo unspecified)
→ nt	1	nt	nt	-1	-4	0	nt	nt
- CC(=O)Nc1ccc(NC(=O)C(Cc2ccccc2)NC(=O)C2CCC(C)CC2)cc1 (stereo unspecified)
→ -0.4	-3	11	-2	1	-2	-9	-4	10
- COc1ccc(C(=O)NCCS(=O)(=O)NC(C)c2ccccc2)cc1 (stereo unspecified)
→ 0.7	0	1	3	5	-4	0	7	5
- COc1ccc(Cl)cc1-c1nc(SCC(=O)NCC2CCCO2)n[nH]1 (stereo unspecified)
→ nt	22	-7	nt	4	-2	-5	-4	-7
- COCc1cc(C)nc2sc(C(=O)Nc3ccccc3OC)c(N)c12
→ 2.7	7	4	0	5	4	4	13	10
- Cc1cccc(C)c1NC(=O)CN(C)C(=O)Cc1cccc(C(F)(F)F)c1
→ -1.3	-2	3	1	1	-8	7	-1	-1
- CCN1CCN(c2ncnc3sc(C(=O)Nc4ccccc4F)c(C)c23)CC1
→ 1.2	128*	9	0	0	0	3	-1	3
- Cc1cccc(OCCCn2c(=O)oc3ccc(C)cc32)c1
→ 1.2	7	5	0	2	3	5	-1	5
- CCOC(=O)CN1NC2(CCC(C(C)(C)C)CC2)NC1=S (stereo unspecified)
→ -0.5	3	-1	-2	7	5	0	1	0
- O/N=C1\CC/C(=N\O)c2nn(-c3ccc(Cl)cc3Cl)nc21
→ -0.3	9	2	0	15	4	3	0	0

# Further entries follow:
# Sequence of screens – MEX-5 binding	AHR activator	MCL1-BIM inh	Fam108B inh	PAFAH1B2 FP inh	GLD-1 TGE inh	pPAFAH inh	PME-1 inh	Bcl-xL primary
- COC(=O)c1ccccc1NC(=O)COC(C)=O
→ -0.6	4	-10	2	6	-1	1	-1	0
- O=C(c1ccccc1)N(Cc1ccc(F)cc1)Cc1nc2ccccc2c(=O)[nH]1
→ 0.1	1	5	-5	-2	1	3	-3	7
- COc1ccc(NC(=O)CSc2nnc(NC(=O)C3CCC3)s2)c(OC)c1
→ -0.2	-1	7	1	3	4	4	2	2
- CCOC(=O)c1cn(Cc2ccc(C)cc2)c2cc(F)ccc2c1=O
→ 0.5	1	1	-2	-1	1	1	-6	4
- Cc1ccc(NC(=O)C(Cc2ccccc2)N2C(=O)C3C4CCC(C4)C3C2=O)cc1Cl (stereo unspecified)
→ -1.4	12	-8	-19	-3	-2	7	-41	-4

# A section of the results above:
# Sequence of screens – MEX-5 binding	AHR activator	MCL1-BIM inh	Fam108B inh	PAFAH1B2 FP inh	GLD-1 TGE inh	pPAFAH inh	PME-1 inh	Bcl-xL primary
- COCc1cc(C)nc2sc(C(=O)Nc3ccccc3OC)c(N)c12
→ 2.7	7	4	0	5	4	4	13	10
- Cc1cccc(C)c1NC(=O)CN(C)C(=O)Cc1cccc(C(F)(F)F)c1
→ -1.3	-2	3	1	1	-8	7	-1	-1
- CCN1CCN(c2ncnc3sc(C(=O)Nc4ccccc4F)c(C)c23)CC1
→ 1.2	128*	9	0	0	0	3	-1	3
- Cc1cccc(OCCCn2c(=O)oc3ccc(C)cc32)c1
→ 1.2	7	5	0	2	3	5	-1	5
- CCOC(=O)CN1NC2(CCC(C(C)(C)C)CC2)NC1=S (stereo unspecified)
→ -0.5	3	-1	-2	7	5	0	1	0
- O/N=C1\CC/C(=N\O)c2nn(-c3ccc(Cl)cc3Cl)nc21
→ -0.3	9	2	0	15	4	3	0	0
- COC(=O)c1ccccc1NC(=O)COC(C)=O
→ -0.6	4	-10	2	6	-1	1	-1	0
- O=C(c1ccccc1)N(Cc1ccc(F)cc1)Cc1nc2ccccc2c(=O)[nH]1
→ 0.1	1	5	-5	-2	1	3	-3	7
- COc1ccc(NC(=O)CSc2nnc(NC(=O)C3CCC3)s2)c(OC)c1
→ -0.2	-1	7	1	3	4	4	2	2
- CCOC(=O)c1cn(Cc2ccc(C)cc2)c2cc(F)ccc2c1=O
→ 0.5	1	1	-2	-1	1	1	-6	4

# Assay outcomes from PubChem.
